From PubChem BioAssay
Gli-Sufu antag: Gli-Sufu pathway antagonism; Sufu-KO-LIGHT fibroblasts, Gli luciferase reporter luminescence; inhibition, % at 5 µM; 340,000 compounds, 0.74% hits; AID 588413;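 active = inhibition above about 55%, limit read from the data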;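 also: 0% = DMSO-treated cells and 100% = wells with medium but no cells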
Apaf1 inhib: inhibitors of human Apaf-1 apoptosome. O14727. reconstituted apoptosome caspase-3 activity, DEVD-Rh110 fluorescence. inhibition, % at 20 µM. 330,000 compounds, 0.71% hits. AID 489030; active = inhibition of at least 40% at 20 µM;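 also: plate controls were DMSO wells for no effect and DEVD-CHO caspase inhibitor wells for full effect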
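Material: reconstituted apoptosome with Apaf-1, cytochrome c, caspase-9, procaspase-3, dATP. Technique: Rh110 fluorescence intensity. Buffer or medium: pH 7.5 Hepes buffer with CHAPS, BSA, DTT. Times: 30 min plus 50 min, RT.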
UBC13 polyUb: inhibitors of human UBC13 polyubiquitin chain formation. AID 485273. TR-FRET. inhibition, % at 20 µM. P61088. 330,000 compounds, 0.47% hits; in the data active = inhibition above about 45%, passing the limit was not always enough
Target sequence (P61088 whole entry, looked up): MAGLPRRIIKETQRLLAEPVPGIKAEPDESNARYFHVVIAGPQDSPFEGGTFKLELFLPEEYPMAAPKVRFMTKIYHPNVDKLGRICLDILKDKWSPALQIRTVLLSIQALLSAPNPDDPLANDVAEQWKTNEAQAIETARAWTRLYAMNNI
Jurkat NFkB inh: lowers PMA/ionomycin-induced NF-kB signal in Jurkat cells | PMA/ionomycin-induced NF-kB luciferase reporter, luminescence | inhibition, % at 4 µM | 330,000 compounds, 0.53% hits
SENP8 inh: blocks the human protease SENP8 | Q96LD8 | 330,000 compounds, 1.2% hits | inhibition, % at 10 µM | purified SENP8, Z-RLRGG-aminoluciferin cleavage, luminescence | AID 2540
697 NFkB inh: inhibitors of the PMA/ionomycin-induced NF-kB reporter in 697 B cells; 697 B-cell NF-kB luciferase reporter, 16 h; inhibition, % at 4 µM; 330,000 compounds, 0.33% hits; in the data active = inhibition above about 35%
EBI2 block: antagonists of human EBI2 receptor | P32249 | EBI2 beta-arrestin recruitment, luminescence, 7a,25-OHC stimulated | inhibition, % at 5 µM | 360,000 compounds, 0.81% hits; in the data active = inhibition above about 38%;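 also: enzyme fragment complementation signal reports receptor beta-arrestin coupling in cells; 0% = agonist plus DMSO wells and 100% = wells without agonist; some results beyond the cut were filed as inactive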
Target sequence (P32249 whole entry, looked up, the tested form may be a part): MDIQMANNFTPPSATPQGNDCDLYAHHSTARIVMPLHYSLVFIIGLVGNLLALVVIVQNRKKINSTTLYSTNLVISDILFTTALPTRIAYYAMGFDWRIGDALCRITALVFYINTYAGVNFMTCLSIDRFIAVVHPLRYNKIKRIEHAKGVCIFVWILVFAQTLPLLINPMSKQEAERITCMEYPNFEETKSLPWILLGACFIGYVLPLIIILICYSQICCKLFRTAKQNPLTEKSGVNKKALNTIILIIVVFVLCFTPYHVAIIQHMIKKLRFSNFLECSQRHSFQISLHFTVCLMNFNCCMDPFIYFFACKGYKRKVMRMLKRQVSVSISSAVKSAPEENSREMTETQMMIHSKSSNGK
CCR6 antagonist: CCR6 (human) receptor antagonism; inhibition, % at 20 µM; CHO-K1 CCR6 PathHunter beta-arrestin, luminescence, CCL20-stimulated; 340,000 compounds, 0.49% hits; AID 493098;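 active = compounds whose inhibition of the agonist-driven luminescence signal at 20 µM reaches about 50%, limit read from the data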;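 also: cells stimulated with CCL20 at 14 nM final; plate controls were DMSO with CCL20 for no effect and DMSO without agonist for full effect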
Target sequence (P51684 whole entry, looked up): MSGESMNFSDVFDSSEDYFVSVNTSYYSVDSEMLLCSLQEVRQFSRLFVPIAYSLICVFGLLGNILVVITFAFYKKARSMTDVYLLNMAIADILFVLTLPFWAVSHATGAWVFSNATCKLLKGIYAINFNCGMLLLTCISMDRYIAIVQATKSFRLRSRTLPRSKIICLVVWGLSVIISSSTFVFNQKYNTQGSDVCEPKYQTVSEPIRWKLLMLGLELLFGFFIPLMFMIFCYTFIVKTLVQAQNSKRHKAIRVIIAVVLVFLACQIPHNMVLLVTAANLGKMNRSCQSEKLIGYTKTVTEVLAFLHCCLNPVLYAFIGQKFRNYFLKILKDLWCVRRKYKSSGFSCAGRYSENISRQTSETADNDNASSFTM
Numbers without * were called inactive. Rule as the data show it, unless noted: active = inhibition above about 50%; inactive = the rest. Only part of the results is shown. The share of hits here may be higher or lower than overall.

For O=C(Nc1cccc(C(=O)Nc2cccc(Br)c2)c1)c1ccccc1 the results were Gli-Sufu antag 3, Apaf1 inhib 4, UBC13 polyUb -5, Jurkat NFkB inh -27, SENP8 inh -13, 697 NFkB inh -38, EBI2 block 8 and CCR6 antagonist 12.
For Nc1c2c3c(sc2nc(=O)n1N)CCCC3 the results were Gli-Sufu antag -3, Apaf1 inhib -2, UBC13 polyUb 2, Jurkat NFkB inh -8, SENP8 inh -4, 697 NFkB inh 12, EBI2 block 1 and CCR6 antagonist 6.
Screening CC(C)OP(=O)(c1ccc(N(C)C)cc1)C(O)c1ccncc1 (stereo not given) returned Gli-Sufu antag 0, Apaf1 inhib -5, UBC13 polyUb 12, Jurkat NFkB inh -11, SENP8 inh 1, 697 NFkB inh 16, EBI2 block -15 and CCR6 antagonist -4.
CN(C)c1ccc(/C=N/N(CCC(=O)NC(C)(C)C)C2=NS(=O)(=O)c3ccccc32)cc1 was read as Gli-Sufu antag 35, Apaf1 inhib 12, UBC13 polyUb -18, Jurkat NFkB inh 9, SENP8 inh -6, 697 NFkB inh 1, EBI2 block 19 and CCR6 antagonist 8.
`COc1ccc(/C(N)=N/OC(=O)N2CCOCC2)cc1` gave Gli-Sufu antag -13, Apaf1 inhib 1, UBC13 polyUb -15, Jurkat NFkB inh -28, SENP8 inh -9, 697 NFkB inh -35, EBI2 block 2 and CCR6 antagonist -12.
CCOC(=O)c1cn(CC)c2cc3c(cc2c1=O)OCO3 was read as Gli-Sufu antag -2, Apaf1 inhib -7, UBC13 polyUb -1, Jurkat NFkB inh -12, SENP8 inh -5, 697 NFkB inh 20, EBI2 block 2 and CCR6 antagonist 2.
COc1ccc2c(Cl)c(C(N)=O)sc2c1 was read as Gli-Sufu antag 1, Apaf1 inhib -4, UBC13 polyUb -1, Jurkat NFkB inh -21, SENP8 inh -10, 697 NFkB inh -9, EBI2 block -19 and CCR6 antagonist -8.
CCOC(=O)NC(=O)CSc1nc(-c2ccc(C)c(C)c2)cn1-c1ccccc1 was read as Gli-Sufu antag -58, Apaf1 inhib 16, UBC13 polyUb -2, Jurkat NFkB inh -103, SENP8 inh -1, 697 NFkB inh -120, EBI2 block 22 and CCR6 antagonist 15.
`COc1ccc(NC(=O)CSc2ncccc2C(=O)OC(C)C)cc1OC` gave Gli-Sufu antag 42, Apaf1 inhib -6, UBC13 polyUb 0, Jurkat NFkB inh 22, SENP8 inh 11, 697 NFkB inh 0, EBI2 block -14 and CCR6 antagonist -14.
For O=C1CC(c2ccc(F)cc2)CC(O)=C1C=NCCN1CCNCC1 (stereo not given) the results were Gli-Sufu antag 4, Apaf1 inhib 11, UBC13 polyUb -2, Jurkat NFkB inh -21, SENP8 inh -8, 697 NFkB inh -2, EBI2 block -4 and CCR6 antagonist 10.
`CS(=O)(=O)N(CCC(=O)O)Cc1ccccc1` gave Gli-Sufu antag 2, Apaf1 inhib -3, UBC13 polyUb -8, Jurkat NFkB inh 11, SENP8 inh -2, 697 NFkB inh -9, EBI2 block -6 and CCR6 antagonist -9.
`CC(C)(C)OC(=O)CNC(=O)c1[nH]cnc1C(=O)NCCCCCN` gave Gli-Sufu antag -10, Apaf1 inhib 4, UBC13 polyUb -9, Jurkat NFkB inh 21, SENP8 inh -1, 697 NFkB inh -3, EBI2 block 3 and CCR6 antagonist 7.
For O=C(O)c1ccc(-c2sc(Nc3ccccc3)n[n+]2-c2ccc(F)cc2)cc1 the results were Gli-Sufu antag -5, Apaf1 inhib -10, UBC13 polyUb -10, Jurkat NFkB inh 8, SENP8 inh 12, 697 NFkB inh 20, EBI2 block -4 and CCR6 antagonist 5.
Screening CCCCNC(=O)NNC(=O)c1cc(C)on1 returned Gli-Sufu antag 2, Apaf1 inhib -9, UBC13 polyUb 7, Jurkat NFkB inh -3, SENP8 inh 0, 697 NFkB inh 21, EBI2 block -9 and CCR6 antagonist 1.
Screening Cn1c(=O)c2c([nH]c(OCc3ccc(Cl)cc3Cl)[n+]2Cc2ccc(F)cc2)n(C)c1=O returned Gli-Sufu antag 10, Apaf1 inhib -6, UBC13 polyUb 0, Jurkat NFkB inh 9, SENP8 inh 2, 697 NFkB inh -10, EBI2 block 15 and CCR6 antagonist 7.
For COc1ccc(NS(=O)(=O)c2ccc3oc(SC)nc3c2)cc1 the results were Gli-Sufu antag 21, Apaf1 inhib 6, UBC13 polyUb 2, Jurkat NFkB inh 18, SENP8 inh 8, 697 NFkB inh 0, EBI2 block -9 and CCR6 antagonist -13.
COCCCN1C(=O)C(=O)/C(=C(/O)c2ccc(S(=O)(=O)N3CCOCC3)cc2)C1c1ccc(F)cc1 (stereo not given) was read as Gli-Sufu antag -5, Apaf1 inhib 8, UBC13 polyUb -2, Jurkat NFkB inh -3, SENP8 inh 6, 697 NFkB inh 0, EBI2 block -4 and CCR6 antagonist 1.
Screening O=C(NNC(=O)c1cccs1)c1ccncc1 returned Gli-Sufu antag 3, Apaf1 inhib -8, UBC13 polyUb 7, Jurkat NFkB inh 9, SENP8 inh -3, 697 NFkB inh 19, EBI2 block -18 and CCR6 antagonist 3.
Screening O=C1C(Oc2ccc(Cl)cc2)C(c2ccc3c(c2)OCO3)N1CC1CCCO1 (stereo not given) returned Gli-Sufu antag 6, Apaf1 inhib 27, UBC13 polyUb 4, Jurkat NFkB inh -2, SENP8 inh -6, 697 NFkB inh -12, EBI2 block -9 and CCR6 antagonist 1.
For CC1CCCCC1NC(=O)Cc1ccc(S(=O)(=O)N2CCOCC2)s1 (stereo not given) the results were Gli-Sufu antag 1, Apaf1 inhib 7, UBC13 polyUb -4, Jurkat NFkB inh -3, SENP8 inh 1, 697 NFkB inh 0, EBI2 block 2 and CCR6 antagonist -2.

In the list so far, these have an aryl thioether with sulfur outside any ring.
CCOC(=O)NC(=O)CSc1nc(-c2ccc(C)c(C)c2)cn1-c1ccccc1 was read as Gli-Sufu antag -58, Apaf1 inhib 16, UBC13 polyUb -2, Jurkat NFkB inh -103, SENP8 inh -1, 697 NFkB inh -120, EBI2 block 22 and CCR6 antagonist 15.
`COc1ccc(NC(=O)CSc2ncccc2C(=O)OC(C)C)cc1OC` gave Gli-Sufu antag 42, Apaf1 inhib -6, UBC13 polyUb 0, Jurkat NFkB inh 22, SENP8 inh 11, 697 NFkB inh 0, EBI2 block -14 and CCR6 antagonist -14.
For COc1ccc(NS(=O)(=O)c2ccc3oc(SC)nc3c2)cc1 the results were Gli-Sufu antag 21, Apaf1 inhib 6, UBC13 polyUb 2, Jurkat NFkB inh 18, SENP8 inh 8, 697 NFkB inh 0, EBI2 block -9 and CCR6 antagonist -13.

The listing continues.
For COc1ccc(/C=C2\CCn3c2nc2cc(C(=O)O)ccc2c3=O)cc1O the results were Gli-Sufu antag -1, Apaf1 inhib 4, UBC13 polyUb -14, Jurkat NFkB inh 3, SENP8 inh -11, 697 NFkB inh 14, EBI2 block -6 and CCR6 antagonist 11.
For Cc1cc(C)c(C(=O)C(C)OC(=O)c2ccccn2)cc1C (stereo not given) the results were Gli-Sufu antag 4, Apaf1 inhib 19, UBC13 polyUb -10, Jurkat NFkB inh -6, SENP8 inh 6, 697 NFkB inh -23, EBI2 block -7 and CCR6 antagonist -4.
Screening COc1ccc(-c2nnc(-c3cccnc3)o2)cc1OC returned Gli-Sufu antag -10, Apaf1 inhib -4, UBC13 polyUb -17, Jurkat NFkB inh -34, SENP8 inh -12, 697 NFkB inh -22, EBI2 block -8 and CCR6 antagonist -1.
For COc1ccc(N2CCN(C(=O)COc3ccc(Cl)cc3Cl)CC2)cc1 the results were Gli-Sufu antag 6, Apaf1 inhib 11, UBC13 polyUb 8, Jurkat NFkB inh 2, SENP8 inh -1, 697 NFkB inh -1, EBI2 block 51* and CCR6 antagonist 3.
CCOc1ccccc1/C=C(/NC(=O)c1ccccc1)C(=O)N(CC)CC was read as Gli-Sufu antag 2, Apaf1 inhib 2, UBC13 polyUb 3, Jurkat NFkB inh -8, SENP8 inh 0, 697 NFkB inh 6, EBI2 block -7 and CCR6 antagonist 15.
COc1ccc(CNC(=O)C2CCCN(c3ncnc4c3nc3n4CCCCC3)C2)cc1 (stereo not given) was read as Gli-Sufu antag -1, Apaf1 inhib 5, UBC13 polyUb 5, Jurkat NFkB inh 5, SENP8 inh -5, 697 NFkB inh -14, EBI2 block -9 and CCR6 antagonist 12.
O=C(COC(=O)C1CC2CCCC(C1)C2=O)Nc1ccccc1 (stereo not given) was read as Gli-Sufu antag -7, Apaf1 inhib -2, UBC13 polyUb -16, Jurkat NFkB inh -6, SENP8 inh -9, 697 NFkB inh -8, EBI2 block 7 and CCR6 antagonist 2.
`O=C(Cc1ccc(Cl)cc1Cl)Nc1cccc(S(=O)(=O)Nc2ccccc2F)c1` gave Gli-Sufu antag -7, Apaf1 inhib 14, UBC13 polyUb 9, Jurkat NFkB inh 12, SENP8 inh -1, 697 NFkB inh 8, EBI2 block 27 and CCR6 antagonist 16.
Screening CCN(CC)S(=O)(=O)c1ccc2oc(C(=O)NCCN3CCOCC3)c(C)c2c1 returned Gli-Sufu antag 7, Apaf1 inhib 9, UBC13 polyUb -9, Jurkat NFkB inh -11, SENP8 inh -4, 697 NFkB inh 4, EBI2 block -24 and CCR6 antagonist -6.
For Cc1c(OCc2ccc([N+](=O)[O-])cc2)ccc2c3c(c(=O)oc12)CCC3 the results were Gli-Sufu antag -84, Apaf1 inhib -5, UBC13 polyUb -10, Jurkat NFkB inh -106, SENP8 inh 2, 697 NFkB inh -151, EBI2 block 15 and CCR6 antagonist 4.
O=C(N/N=C/c1coc2ccccc2c1=O)c1ccncc1 was read as Gli-Sufu antag -10, Apaf1 inhib -11, UBC13 polyUb 8, Jurkat NFkB inh 0, SENP8 inh 0, 697 NFkB inh -4, EBI2 block 1 and CCR6 antagonist -9.
COC(=O)[C@@]1(Cc2ccc(F)cc2)[C@H]2c3cc(C(=O)N(C)C)n(C[C@H](O)CO)c3C[C@H]2CN1C(=O)c1ccccc1 was read as Gli-Sufu antag 0, Apaf1 inhib 5, UBC13 polyUb 1, Jurkat NFkB inh -8, SENP8 inh -4, 697 NFkB inh 7, EBI2 block -8 and CCR6 antagonist 7.
CCOc1cccc(C2CC(=O)Nc3cc(OC)c(OC)cc32)c1 (stereo not given) was read as Gli-Sufu antag -11, Apaf1 inhib -2, UBC13 polyUb 2, Jurkat NFkB inh 8, SENP8 inh -10, 697 NFkB inh 5, EBI2 block 9 and CCR6 antagonist 5.
COc1ccc(C(=O)NC(=S)NNC(=O)c2ccncc2)cc1Br was read as Gli-Sufu antag -10, Apaf1 inhib 0, UBC13 polyUb 1, Jurkat NFkB inh 10, SENP8 inh 1, 697 NFkB inh 2, EBI2 block -5 and CCR6 antagonist 30.
CC1(C)Cc2nc3sc(C(=O)NCCCO)c(N)c3cc2CO1 was read as Gli-Sufu antag -10, Apaf1 inhib -2, UBC13 polyUb -20, Jurkat NFkB inh -22, SENP8 inh -8, 697 NFkB inh 0, EBI2 block -6 and CCR6 antagonist 10.
`COc1ccc(CCN(C)C(=O)CSc2nc3ncc(Cl)cc3[nH]2)cc1OC` gave Gli-Sufu antag 6, Apaf1 inhib 9, UBC13 polyUb -6, Jurkat NFkB inh -6, SENP8 inh -13, 697 NFkB inh -3, EBI2 block -11 and CCR6 antagonist -4.
Cc1nnc2n1CCCCC2 was read as Gli-Sufu antag 6, Apaf1 inhib -15, UBC13 polyUb 2, Jurkat NFkB inh 16, SENP8 inh -4, 697 NFkB inh 16, EBI2 block -3 and CCR6 antagonist 4.
Screening COc1ccc(Oc2nccc(-c3ccc(Cl)cc3)n2)cc1 returned Gli-Sufu antag 16, Apaf1 inhib 1, UBC13 polyUb 2, Jurkat NFkB inh -7, SENP8 inh 1, 697 NFkB inh -3, EBI2 block 8 and CCR6 antagonist 3.
For Cc1nn(C)c(C)c1/C=C(/C(=O)C(C)C)n1cncn1 the results were Gli-Sufu antag 4, Apaf1 inhib -5, UBC13 polyUb -4, Jurkat NFkB inh 7, SENP8 inh 4, 697 NFkB inh 7, EBI2 block -5 and CCR6 antagonist -2.
O=C(CCc1ccccc1)Nc1cc(NC(=O)CCc2ccccc2)cc(C(=O)O)c1 was read as Gli-Sufu antag -3, Apaf1 inhib 2, UBC13 polyUb -2, Jurkat NFkB inh 6, SENP8 inh 4, 697 NFkB inh 15, EBI2 block -3 and CCR6 antagonist 7.
